# Compound activity from PubChem BioAssay.
# ROMK mod = ROMK potassium channel modulators, primary screen, cell-based, thallium flux, MLSMR library | Tet-inducible ROMK, thallium flux fluorescence; actives lie on both sides | B-score at 10 µM | hit rate 2% among 130,000 | ATP-sensitive inward rectifier potassium channel 1 (Homo sapiens), P48048;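 active means signal ratio slope over the read window, or its plate-corrected B-score, at least 3 SD from the plate mean, either direction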;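 further: B-score of the F/F0 ratio slope over 7 to 12 s after thallium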
# Target sequence (P48048 whole entry, looked up): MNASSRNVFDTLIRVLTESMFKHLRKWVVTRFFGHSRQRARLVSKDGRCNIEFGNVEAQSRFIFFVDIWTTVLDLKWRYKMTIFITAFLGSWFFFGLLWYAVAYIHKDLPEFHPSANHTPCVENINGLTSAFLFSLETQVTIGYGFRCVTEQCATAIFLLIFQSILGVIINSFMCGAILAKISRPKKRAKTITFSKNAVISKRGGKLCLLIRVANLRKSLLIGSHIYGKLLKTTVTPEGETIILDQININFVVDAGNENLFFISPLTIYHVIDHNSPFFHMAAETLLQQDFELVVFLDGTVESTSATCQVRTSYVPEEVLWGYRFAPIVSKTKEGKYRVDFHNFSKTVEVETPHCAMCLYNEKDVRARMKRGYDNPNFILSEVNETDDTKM
# PPARg SRC2 recr = agonists of PPARg-SRC-2 recruitment, primary screen, biochemical, HTS; Peroxisome proliferator-activated receptor gamma (Homo sapiens), P37231; PPARgamma LBD-SRC-2 recruitment; activation, % at 8 µM; hit rate 0.34% among 200,000; in the data active means activation above about 22%;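 further: 0% = vehicle and 100% = reference agonist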
# SRC2 TRFRET art = TR-FRET signal artefacts, primary screen, artefact control for PPARgamma SRC-2 agonist project, biochemical; hit rate 0.4% among 200,000; AID 1049, 2008; TR-FRET ratio at 8 µM; TR-FRET artefact counter-screen; stronger effect = higher value; in the data active means TR-FRET ratio above about 2000; further: inactives centre near 1500
# PPARg SRC3 recr = PPARgamma agonists recruiting SRC-3 coactivator, primary screen, biochemical; hit rate 0.26% among 200,000; activation, % at 8 µM; biochemical PPARgamma/SRC-3 coactivator recruitment assay; Peroxisome proliferator-activated receptor gamma (Homo sapiens), P37231; in the data active means activation above about 23%;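 further: 0% = DMSO and 100% = reference agonist; some compounds past the cut are filed as inactive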
# S1P3 antag = S1P3 receptor antagonists, primary screen, cell-based; hit rate 0.27% among 170,000; inhibition, % at 4.98 µM; Sphingosine 1-phosphate receptor 3 (Homo sapiens), Q99500; CHO S1P3 NFAT-BLA reporter, FRET fluorescence, antagonist mode;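 active means inhibition above the plate cutoff, the mean inhibition of test wells on that plate plus 3 SD, cut at about 28% in these data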;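 further: cells challenged with S1P at its EC80 of 0.8 µM; blue over green emission ratio from cleaved BLA substrate after 4 h stimulation; 0% = S1P-stimulated wells and 100% = unstimulated DMSO-only wells; some compounds past the cut are filed as inactive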
# Target sequence (Q99500 whole entry, looked up): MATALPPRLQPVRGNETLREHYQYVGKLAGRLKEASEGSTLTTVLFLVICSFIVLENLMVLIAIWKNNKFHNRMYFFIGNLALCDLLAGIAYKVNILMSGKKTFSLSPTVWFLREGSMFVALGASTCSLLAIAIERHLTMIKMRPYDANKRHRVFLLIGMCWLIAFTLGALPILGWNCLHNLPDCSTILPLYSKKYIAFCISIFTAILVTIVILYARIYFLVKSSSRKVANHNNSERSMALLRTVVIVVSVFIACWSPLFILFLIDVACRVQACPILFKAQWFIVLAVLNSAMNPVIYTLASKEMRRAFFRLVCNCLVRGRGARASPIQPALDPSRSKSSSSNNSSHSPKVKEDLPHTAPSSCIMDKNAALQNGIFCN
# STAT3 blocker = IL-6 driven STAT3 reporter inhibitors, primary screen, U3A cells, luciferase, luminescence, MLSCN library | AID 862, 2007 | inhibition, % at 5.5 µM | IL-6 STAT3-luciferase reporter; host cell line lacks STAT1 | hit rate 0.89% among 190,000;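 active means inhibition above the mean inhibition across all screened compounds plus 3 SD, cut at about 44% in these data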;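 further: 0% = DMSO only wells and 100% = 100 µM nifuroxazide control wells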
# RAM network inh = inhibitors of the yeast RAM network, primary screen, dse1pr::URA3 reporter, 5-FOA selection | S. cerevisiae dse1pr::URA3 reporter, 5-FOA growth OD615, 2 d; analog-sensitive cbk1-as2 kinase mutant strain | inhibition, % at 50 µM | hit rate 1.8% among 190,000;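 active means inhibition above a set limit, 3 SD over mean compound inhibition, cut at about 8.4% in these data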;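 further: 0% = DMSO-only wells with no growth and 100% = 10 µM 1-NA-PP1 full growth; inhibition rescues growth on 5-FOA so higher OD means more RAM inhibition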
# STAT1 inh = STAT1 signaling inhibitors, primary screen, cell-based, HTS, luciferase reporter; NIH 3T3 STAT1-luciferase reporter, IFN-gamma, luminescence; inhibition, % at 5.5 µM; hit rate 0.35% among 200,000; AID 920, 2007;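 active means inhibition above a set limit, the mean inhibition across all tested compounds plus 3 SD, cut at about 34% in these data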;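 further: 0% = IFN-gamma with DMSO and 100% = IFN-gamma with 300 µM nifuroxazide; values of inactives mirror those of a sister screen read the other way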
# TLR4 MyD88 comp = inhibitors of TLR4-MyD88 association in cells, primary screen, cell-based, HeLa CL3-4, BLA complementation, FRET ratio; Toll-like receptor 4 (Homo sapiens) + Myeloid differentiation primary response protein …; HeLa CL3-4 TLR4/MyD88 BLA complementation; inhibition, % at 8.4 µM; hit rate 0.18% among 200,000; in the data active means inhibition above about 25%;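 further: 0% = vehicle and 100% = reference inhibitor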
# STAT3 act = IL-6 driven STAT3 reporter potentiators, primary screen, U3A cells, luciferase, luminescence, MLSCN library; IL-6 STAT3-luciferase reporter; 100% = signal with IL-6 EC80 alone; activation (% of control), % at 5.6 µM; hit rate 0.91% among 190,000; AID 871, 2007;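 active means activation above the screen-wide mean of compound activation plus 3 SD, cut at about 130% in these data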;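 further: 0% = background luminescence of wells with medium and substrate only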
#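 Material: human U3A cells carrying STAT3-luciferase construct. Measured by: reporter luminescence signal. Timing: compound 1 h, then IL-6 6 h at 37 °C.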
# PPARg SRC1 recr = PPARgamma agonists recruiting SRC-1 coactivator, primary screen, biochemical; Peroxisome proliferator-activated receptor gamma (Homo sapiens), P37231; PPARgamma-SRC-1 coactivator recruitment biochemical assay; activation, % at 8 µM; hit rate 0.41% among 200,000; in the data active means activation above about 19%;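 further: 0% = DMSO and 100% = reference agonist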
# * = called active by the depositor; / = not tested or not shown; & = joins results of further samples.
SMILES,ROMK mod,PPARg SRC2 recr,SRC2 TRFRET art,PPARg SRC3 recr,S1P3 antag,STAT3 blocker,RAM network inh,STAT1 inh,TLR4 MyD88 comp,STAT3 act,PPARg SRC1 recr
c1ccc(N(c2ccccc2)c2nc(-n3ccnc3)nc(-n3ccnc3)n2)cc1,0.6,2,1424,17,22,-5,0.8,3,-10,109,-1
c1ccn2cc(CSc3nnc4ccccn34)nc2c1,/,4,1447,2,10,-12,1.8,-51,0,114,6
COc1ccc(C2c3c(-c4cc(Cl)c(C)cc4O)n[nH]c3C(=O)N2Cc2cccnc2)cc1OC (stereo not drawn),-0.03,-12,1267,-7,-1,-8,2.5,8,5,111,-9
Cc1ccc(C)c(NC(=O)Cn2nnc(C(=O)Nc3c(C)cccc3C)c2N)c1,/,3,1601,2,4,6,2.1,2,-18,99,13
O=C(N/N=C/c1ccc(OC(F)F)cc1)c1ccc(Br)cc1,0.32,6,1555,2,12,8,0.8,-5,9,92,2
OCC1CCCN(C(=S)Nc2ccc(Nc3ccccc3)cc2)C1 (stereo not drawn),-0.041,12,1675,8,0,-2,-0.8,-21,-14,104,14
COCCCNCCOc1ccc(C)cc1[N+](=O)[O-],0.81,4,1359,0,0,-2,1.4,2,-25,100,5
CCOc1ccccc1NC(=O)CN(c1ccc(C)cc1)S(=O)(=O)c1c(C)n[nH]c1C,/,7,1310,-2,25,-6,4.3,-4,-6,109,5
O=C(Nc1ccccc1N1CCOCC1)C1CCN(S(=O)(=O)c2ccc(F)cc2)CC1,-0.38,-8,1427,1,1,-12,8.3,-5,13,107,0
Cc1cc(Nc2ccc3c(c2)OCCO3)n2nc(C)nc2n1,/,5,1811,-1,4,6,0.8,-3,-2,99,6
CC(C)c1ccc(-c2cc(C(=O)NN3CCN(C)CC3)c3ccccc3n2)cc1,0.67,-1,1350,1,-13,-17,-1.2,-17,-17,114,-4
CCOC(=O)C1CCN(CCC(=O)Nc2ccc(C)c(C)c2)CC1,0.18,-3,1537,3,4,-1,1.2,5,-8,102,22*
CCc1nnc(NC(=O)CSc2nnc(-c3c[nH]c4ccccc34)n2CCOC)s1,-0.48,9,1560,0,-2,9,1.8,1,0,94,6
CC(C)(CO)NCC#Cc1ccccc1,0.49,1,1485,0,3,2,-0.4,-2,-3,104,-1
CCOc1cc(CNc2ccc(N3CCOCC3)cc2)cc(Br)c1OCC,0,14,1778,6,-11,23,3.0,9,0,83,19
CC(C)(C)c1ccc(-c2n[nH]c(=S)n2CCCN2CCOCC2)cc1,0.77,-12,1593,0,-11,13,0.6,9,-16,97,1
COc1ccc2c(CC(=O)Nc3ccc(OC)c(NS(=O)(=O)c4ccc(F)cc4)c3)coc2c1,/,11,1557,11,81*,-11,4.0,5,-11,109,5
CC(C(=O)OCC(=O)c1ccccc1)N1C(=O)C2C3CCC(C3)C2C1=O (stereo not drawn),-0.42,1,1689,1,-13,11,1.6,-6,-8,98,-1
CCC1CSC(Nc2ccc(C(=O)/C=C/c3ccc(Oc4ccccc4)cc3)cc2)=N1 (stereo not drawn),0.68,5,1716,-1,4,13,0.9,4,-19,88,7
CN1C(=O)Cc2cc(S(=O)(=O)N3CCOCC3)ccc21,/,5,1477,8,-7,-8,-0.1,3,4,107,6
O=c1nc(-c2ccccc2)n(-c2ccccc2)c2ncccc12,-0.72,0,1294,-6,-8,-2,0.1,-4,9,106,-2
CCOC(=O)C1CCN(C(=O)CCc2nc3ccccc3[nH]2)CC1,0.57,1,1515,7,-13,3,1.2,9,6,101,4
CCCc1nc2c(sc3nc4c(cc32)COC(C)(C)C4)c(=O)n1Cc1ccco1,/,9,1501,5,-15,3,3.2,6,-7,101,0
CC1CCN(CCC(=O)Nc2ccccc2)CC1,0.71,-5,1536,-1,-25,10,0.1,-9,-1,99,-3
O=C1NC(=O)/C(=C\c2ccsc2)N1,0.036,5,1704,1,-10,8,1.9,-2,2,94,1
O=S(=O)(c1ccccc1)N1CCC(O)(CSc2ccc(F)cc2)CC1,-1.8,6,1641,3,-10,41,2.0,16,2,68,-2
COc1ccc2c(C=Nc3c(C)n(C)n(-c4ccccc4)c3=O)c(O)n(Cc3ccco3)c(=O)c2c1,0.28,-2&5,1617&1586,-4&4,1,3&27,3.1&7.0,8&4,-11&-6,101&86,2&7
O=C(/C=C/c1ccc([N+](=O)[O-])cc1)Nc1cccnc1,/,15,1549,14,/,20,1.2,-30,-8,85,8
CC(C)CC(=O)NC(=S)Nc1cc(C(=O)O)ccc1Cl,/,6,1603,6,-9,6,1.0,12,3,96,1
NS(=O)(=O)c1ccc(NC(=O)/C=C/c2ccco2)cc1,0.21,3,1445,6,-10,7,0.5,-13,1,96,10
CC(C)C(C(=O)Nc1ncn[nH]1)N1C(=O)c2ccccc2C1=O (stereo not drawn),-0.12,-3,1374,-7,/,1,0.3,7,1,103,-4
CCc1nnc(NC(=O)Cn2ccc(C(F)(F)F)n2)s1,/,-1,1507,-6,-43,-1,0.7,9,-7,103,-2
CC(=O)N1CCc2cc(Br)cc(S(=O)(=O)NCc3ccccn3)c21,-7.4*,2,1619,-7,0,18,1.8,1,20,88,11
Clc1ccc(COn2c(-c3ccccc3)nc3ccccc32)cc1,/,3,1342,-1,/,23,-1.8,4,1,86,10
Cc1nnc(SCC(=O)NC2CCCCC2C)s1 (stereo not drawn),0.68,3,1487,-1,6,-2,0.4,-4,-13,105,-2
Cc1[nH]n(-c2cccc3ccccc23)c(=O)c1C=Nc1ccc2[nH]c(=O)[nH]c2c1,0.47,7,1646,3,/,2,1.8,2,8,99,1
Cc1ccc2nc(C)c(Cl)c(=O)n2c1,-0.01,7,1571,2,/,6,-0.5,4,3,98,6
CC(C)NC(=O)/C(C#N)=C/c1ccc2c(c1)OCCO2,/,3,1544,0,-5,-11,0.1,-1,-6,105,-7
Cc1cc2c(cc(C(=O)OCC(=O)NCc3ccco3)n2C)s1,/,3,1449,1,/,14,1.1,1,3,91,13
Cc1ccc(Sc2ncccc2/C=N/O)cc1,-1.1,-4,1234,-4,-17,11,-2.0,-11,10,96,-2

# Some of these compounds in order of the ROMK mod value, highest first.
SMILES,ROMK mod
CCC1CSC(Nc2ccc(C(=O)/C=C/c3ccc(Oc4ccccc4)cc3)cc2)=N1 (stereo not drawn),0.68
CCc1nnc(NC(=O)CSc2nnc(-c3c[nH]c4ccccc34)n2CCOC)s1,-0.48
CC(=O)N1CCc2cc(Br)cc(S(=O)(=O)NCc3ccccn3)c21,-7.4*

# Additional structures follow.
SMILES,ROMK mod,PPARg SRC2 recr,SRC2 TRFRET art,PPARg SRC3 recr,S1P3 antag,STAT3 blocker,RAM network inh,STAT1 inh,TLR4 MyD88 comp,STAT3 act,PPARg SRC1 recr
CCOCCCNC(=O)C1CCN(C(=O)N(C)C)CC1,-0.081,-8,1473,-5,-10,5,0.3,-7,-24,99,0
Cc1nc2nc(COc3ccccc3)[nH]n2c(=O)c1C,2.3,0,1633,1,-10,-12,3.4,-12,8,114,1
COc1cc(C(=O)NC(c2ccccc2)c2ccccc2)cc(Cl)c1OC,/,0,1496,0,-1,19,1.7,-6,-2,86,-2
CCc1cc2c3c(c(=O)oc2cc1OC)CCCC3,/,2,1525,1,-25,20,4.5,-2,-8,87,0
C/C(=N\NC(=O)c1ccc(O)cc1)c1ccc(N2CCOCC2)cc1,1.7,-13,1598,-1,-7,0,1.8,-11,-9,105,1
NC(=O)C1CCN(C(=O)CN2CCN(c3cccc(C(F)(F)F)c3)CC2)CC1,-0.16,14,1481,2,12,8,-0.3,3,2,95,6
Cc1sc(N/N=C/C=C/c2ccccc2)nc1-c1ccccc1,/,10,1575,2,/,24,3.9,7,-3,85,-5
Cc1ccc(Oc2ccc(Oc3ccc(C)cc3)nn2)cc1,/,-2,1511,-10,/,5,3.6,0,8,98,10
N#CCSc1nc(N)c(C#N)c(C2CCCCC2)c1C#N,/,7,1524,12,2,5,1.8,0,-4,101,12
CCOC(=O)c1c(C)[nH]c(C(=O)COC(=O)c2oc3ccccc3c2C)c1C,/,-3,1657,3,/,6,3.6,4,2,97,6
CC(C)NCCCCOc1cccc(Br)c1,-1.4,5,1421,2,-7,9,0.9,-10,-1,100,-5
CCCCOC(=O)Nc1nc2ccc(OC)cc2s1,/,2,1478,4,-23,15,3.4,-21,7,90,-6
O=C(NCc1ccco1)c1cc(-c2cccnc2)nc2ccccc12,/,12,1779,-4,0,17,-0.1,14,-4,91,3
COc1ccccc1/C=C/C=N/N1CCN(c2ccccn2)CC1,/,4,1666,6,/,7,1.4,3,-6,94,13
CN1CCN(C(=S)C(=O)Nc2ccc(Br)cc2)CC1,-0.7,2,1669,4,-4,19,1.3,-2,-20,86,3
CCCc1nn(C)c(C(=O)Nc2ccc(C(C)(C)C)cc2)c1Cl,/,0,1445,1,-8,2,13*,1,-6,100,7
Cc1c(C(N)=O)sc2ncn(CC(=O)OC(C)C)c(=O)c12,/,1,1432,-1,/,5,0.9,-2,-15,100,-7
COc1ccc(NS(=O)(=O)Cc2ccccc2)cc1OC,/,6,1595,12,/,2,0.3,5,-1,105,2
C/C(=C\c1ccccc1)CN1CCN(Cc2ccc(C)o2)C(CCO)C1 (stereo not drawn),0.0099,-4,1528,1,1,5,1.6,3,-11,99,0
Cc1cc(=O)oc(C)c1C(=O)N1CCCCC1,/,9,1622,-3,/,6,0.7,-4,-10,98,-4
COc1cc(CN2CCN(Cc3ccc(C)cc3)C(CCO)C2)ccc1O (stereo not drawn),-0.36,12,1515,2,-16,18,0.0,-1,10,89,4
CC(C)(C)OC(=O)N/N=C\c1ccc([N+](=O)[O-])s1,/,9,1695,5,10,1,-1.6,-11,-4,101,2
Cc1ccc(C(=O)O/N=C/c2c(C(F)(F)F)nn(C)c2Sc2ccc(Cl)cc2)cc1,-0.11,-1,1459,-7,/,-3,9.6*,8,4,108,3
Cc1nc2ccccn2c1C(=O)c1ccccc1,/,-4,1507,-3,-8,-1,1.5,1,1,105,9
CCCCCc1nnc(NC(=O)C(=O)OCC)s1,/,9,1717,2,/,0,-0.3,1,7,103,-3
COc1cc(OC)c([N+](=O)[O-])cc1/C=N/NC(=O)c1ccncc1,-1.1,-4,1693,-1,-2,5,0.1,-4,-5,99,10
O=C(NCc1ccccn1)c1nc(-c2cccs2)no1,/,-9,1543,-1,-4,5,0.5,-7,-6,99,3
